Runt-SMMHC FRET – inhibitors of RUNX1 Runt–CBFb-SMMHC binding, primary screen, biochemical, FRET, Cerulean-Runt, Venus-CBFb-SMMHC, uHTS | inhibition, % at 20 µM | 0.74% of 220,000 active | Runt-related transcription factor 1 (Homo sapiens) + Core-binding factor subunit beta … | Cerulean-Runt/Venus-CBFb-SMMHC FRET ratio 530/480, 1 h | AID 1434, 2008;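 active = mean inhibition across duplicate retests at 20 µM reaching about 50%, limit read from the data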;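 note: 0% = DMSO wells and 100% = wells with excess untagged CBFb-SMMHC; inhibitors lower the FRET ratio by blocking Runt binding to CBFb-SMMHC; some results filed as inactive read as strong as hits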
Target sequence (Q01196 whole entry, looked up): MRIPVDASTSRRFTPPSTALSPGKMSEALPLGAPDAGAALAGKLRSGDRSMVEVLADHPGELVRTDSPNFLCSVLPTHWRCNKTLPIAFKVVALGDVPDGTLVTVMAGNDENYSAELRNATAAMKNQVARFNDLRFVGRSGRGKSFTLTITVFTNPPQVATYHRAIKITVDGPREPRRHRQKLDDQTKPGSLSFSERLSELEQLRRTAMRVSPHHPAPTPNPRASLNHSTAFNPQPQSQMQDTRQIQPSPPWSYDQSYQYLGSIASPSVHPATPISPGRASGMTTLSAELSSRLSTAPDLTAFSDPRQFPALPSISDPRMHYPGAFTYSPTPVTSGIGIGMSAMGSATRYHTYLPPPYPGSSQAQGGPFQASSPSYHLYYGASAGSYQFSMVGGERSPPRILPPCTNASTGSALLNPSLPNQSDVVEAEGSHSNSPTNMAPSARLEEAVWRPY
Target sequence (Q13951 whole entry, looked up): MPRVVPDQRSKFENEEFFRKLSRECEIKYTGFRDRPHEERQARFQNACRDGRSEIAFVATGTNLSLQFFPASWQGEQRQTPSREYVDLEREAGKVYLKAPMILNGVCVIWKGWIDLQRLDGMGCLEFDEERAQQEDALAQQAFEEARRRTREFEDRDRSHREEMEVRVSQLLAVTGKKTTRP
EP2 mod – EP2 receptor modulators, cAMP readout, primary screen, cell-based, HTRF cAMP, PGE2 stimulation. Prostaglandin E2 receptor EP2 subtype (Homo sapiens), P43116. EP2-expressing cells, cAMP HTRF FRET, PGE2 co-stimulation. induction, % at 25 µM. 0.83% of 260,000 active. AID 940, 2007;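 active = compounds whose cAMP rise, as percent of the full-agonist control response, exceeds 60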;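 note: rat C6 glioma line stably carrying human EP2 under a CMV promoter; the protocol text gives 20 µM as final concentration; 100% = response of wells given 1 µM PGE2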
Runt-CBFb FRET – inhibitors of RUNX1 Runt–CBFb binding, primary screen, biochemical, FRET, Cerulean-Runt, Venus-CBFb, uHTS; Runt-related transcription factor 1 (Homo sapiens) + Core-binding factor subunit beta …; Cerulean-Runt/Venus-CBFb FRET ratio 530/480, 1 h; inhibition, % at 20 µM; 0.46% of 220,000 active;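 active = inhibition over about 50% at 20 µM in the single-dose screen, limit read from the data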;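 note: 0% = DMSO wells and 100% = excess unlabeled CBFb competitor control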
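Buffer or medium: Tris pH 7.5 buffer with BSA. Assay system: Cerulean-labeled Runt domain protein. Amount: each fluorescent fusion protein 100 nM. Read-out basis: loss of energy transfer signal. Incubation: 1 h compound exposure, room temperature. Probe or stimulus: Venus-CBFb binding partner, 100 nM. Detection: FRET, excitation 422 nm, emission at 530 and 480 nm.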
zVAD death inh – inhibitors of zVAD-triggered necroptosis, primary screen, L929 cells. L929 zVAD necroptosis rescue, ATP luminescence, 24 h; with zVAD 60 µM. 0.38% of 220,000 active. viability rescue, % at 10 µM;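 active = activation, scaled between plate controls, above about 75%, limit read from the data; inactive = activation under that limit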;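 note: 0% = zVAD with DMSO and 100% = DMSO alone without zVAD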
TNF necrop inh – inhibitors of TNF-alpha triggered necroptosis, primary screen, cell-based, Jurkat FADD-/-, single concentration. activation (protection from cell death), % at 10 µM. 0.068% of 220,000 active. Jurkat FADD-/- TNF necroptosis rescue, ATP luminescence, 24 h; 0 = TNF only, 100 = no-TNF cells;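 active = activation, meaning protection from cell death, of at least 50% relative to plate controls; inactive = activation below 50%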;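 note: necroptosis triggered by 40 ng/mL TNF-alpha added together with compound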
PGE2 EP2 inh – human EP2 receptor antagonists, primary screen, TR-FRET cAMP, C6 glioma cells; Prostaglandin E2 receptor EP2 subtype (Homo sapiens), P43116; C6 glioma cells expressing human EP2; cells stimulated with saturating PGE2; inhibition, % at 25 µM; 0.52% of 260,000 active;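 active = percent inhibition above 40 after rounding to a whole number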;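 note: rat C6 glioma host cells with rolipram phosphodiesterase inhibitor present; the protocol text gives 20 µM as final concentration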
PERK inhibitor – block of dimerizer-induced PERK translation repression, primary screen, PERK inhibitor project, CHO PERK-DD cells, SEAP luminescence, HTS | Eukaryotic translation initiation factor 2-alpha kinase 3 (Homo sapiens), Q9NZJ5 | CHO PERK-DD fusion, SEAP luminescence translation reporter | inhibition, % at 5.6 µM | 0.17% of 220,000 active | AID 1416, 2008;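 active = inhibition above the mean inhibition of all tested compounds plus 3 SD, set separately per screening campaign, cut at about 2.9% in these data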;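 note: PERK kinase domain activated by AP20187 dimerizer at 100 nM; 0% = DMSO with dimerizer and 100% = rapamycin at 8.4 µM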
RBBP9 inh – human RBBP9 inhibitors, primary screen, biochemical, fluorescence polarization, FP-Rh probe, HTS. Serine hydrolase RBBP9 (Homo sapiens), O75884. recombinant RBBP9. inhibition, % at 7.94 µM. 0.2% of 220,000 active;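 active = inhibition above the campaign mean of all tested compounds plus 3 SD, cut at about 14% in these data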;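 note: plate controls were DMSO wells with RBBP9 for no effect and wells lacking RBBP9 protein for full effect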
Target sequence (O75884 whole entry, looked up): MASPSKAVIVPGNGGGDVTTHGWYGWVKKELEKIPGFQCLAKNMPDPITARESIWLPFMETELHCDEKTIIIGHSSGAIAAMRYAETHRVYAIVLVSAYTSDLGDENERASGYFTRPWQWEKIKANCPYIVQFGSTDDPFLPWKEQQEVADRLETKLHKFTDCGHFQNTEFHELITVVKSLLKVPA
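Material: RBBP9 protein. Amount: RBBP9 at 2.5 µM in dispensed solution, before mixing. Schedule: 30 min then 45 min, 25 °C. Medium: Tris buffer pH 8.0, NaCl, Pluronic. Measured by: fluorescence polarization. Measure: percent inhibition from mP, scaled between DMSO and no-protein wells. Replication: one well per compound.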
Hck Nef HTS – inhibitors of Nef-activated human Hck kinase, primary screen, biochemical, Z-Lyte FRET, 384-well, Hck-YEEI | 0.68% of 220,000 active | Tyrosine-protein kinase HCK (Homo sapiens), P08631 | inhibition, % at 20 µM | Recombinant Hck-YEEI plus Nef, Z-Lyte FRET kinase assay;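 active = Hck-Nef kinase inhibition above about 50%, limit read from the data; inactive = inhibition below that limit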;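 note: 0% = DMSO with Hck plus Nef and 100% = Hck alone without Nef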
* = called active by the depositor; x = no result given; & = joins results of further samples. The list is partial (hit frequency here may not be typical).

SMILES	Runt-SMMHC FRET	EP2 mod	Runt-CBFb FRET	zVAD death inh	TNF necrop inh	PGE2 EP2 inh	PERK inhibitor	RBBP9 inh	Hck Nef HTS
O=C(NCCN1CCCCC1)c1ccc2c(c1)OCCO2	-4	10	1	1.3	0.5	-14	-0.7	-8	-1
CCOC(=O)c1c(C)nc(-c2ccccc2)nc1NC(=O)C(C)C	6	-7	0	1.1	1.0	19	0.7	3	1
Cc1nnc(C)c2c(C)n(-c3ccc4ncccc4c3)c(C)c12	-4	10	5	-1.2	1.3	10	-0.4	-10	23
O=C(CN1CCN(c2ccc(F)cc2)CC1)N1CCC(Cc2ccccc2)CC1	-2	-5	-4	-0.3	-5.1	-3	-0.3	4	1
Cc1ccc(NC(=O)NC(=O)N(C(C)C)S(C)(=O)=O)nc1	-8	12	0	0.6	1.1	3	0.4	6	-1
COc1ccc(-n2c(Cc3cc(=O)[nH]c(=O)[nH]3)nnc2SCC(=O)Nc2ccccc2)cc1	0	18	-2	0.7	1.1	x	1.4	-3	2
CC(C)Cc1nc2ccccc2[nH]1	0	-4	0	0.7	7.1	10	1.6	-7	18
COc1ccc(N(CC(=O)NC2CCCC2)C(=O)CCC(=O)Nc2cc(C)on2)c(OC)c1	-2	-21	0	-0.2	-2.4	10	0.3	-7	0
CCOC(=O)CSc1nnc(CNC(=O)Cc2ccccc2)n1-c1ccccc1OC	2	10	-3	0.8	-1.0	6	-0.9	-4	-1
COc1ccc(CN(C(=O)/C=C/c2ccccc2Cl)C2CCS(=O)(=O)C2)cc1 (stereo not given)	-9	25	-1	0.4	1.3	7	-1.4	5	11
Cc1c(C(=O)Nc2nc3ccccc3[nH]2)oc2c(Cl)cccc12	5	-2	3	2.4	1.7	-2	-0.7	-6	2
O=C(CN1C(=O)C2C3C=CC(C3)C2C1=O)Nc1ccc(S(=O)(=O)N2CCCCC2)cc1 (stereo not given)	-2	21	0	x	1.0	5	0.4	-1	5
COc1ccc(C(C(=O)NC2CCCCC2)N(CC2CCCO2)C(=O)C2COc3ccccc3O2)cc1OC (stereo not given)	1	23	-5	0.5	-0.1	8	0.8	-2	13
O=C(NNC(=O)C1CCN(c2ncccn2)CC1)c1ccccc1	-2	20	1	3.8	1.3	7	1.8	-6	14
COC(=O)CC1C(=O)NCCN1C(=S)Nc1cccc(C(F)(F)F)c1 (stereo not given)	2	-15	-1	1.8	1.3	5	0.2	-8	16
Cc1ccnn1CCSCC(=O)O	-3	-19	2	-0.6	-0.2	10	0.7	-6	-2
O=C(Nc1cccc(-c2nnn(CC(=O)N3CCc4ccccc4C3)n2)c1)C1CCC1	-4	-48&-75	-1	-0.5	0.3	6&11	-2.6	-5	0
OCC1(CCc2ccccc2)CCN(Cc2c(F)ccc(F)c2F)CC1	x	-51	x	0.1	1.0	4	-0.2	-3	21
CC(=O)c1ccc(NC(=S)N2CCN(c3cccc(Cl)c3)CC2)cc1	-2	-52	2	0.1	0.4	8	0.0	7	6
O=C(NC1=NCCS1)c1ccc([N+](=O)[O-])cc1Cl	3	5	0	1.4	0.6	2	0.1	-4	24
CCn1c(SCC(=O)Nc2cc(NC(C)=O)ccc2OC)nnc1-c1ccncc1	-1	-7	-2	0.0	-1.1	6	0.4	2	-1
CC(=O)NCCn1c(SCC(=O)NCCC2=CCCCC2)nc2ccccc2c1=O	-1	-27	-1	-0.3	0.3	7	0.3	-11	0
O=S(=O)(Cc1ccccc1)N1CCN(C2Cc3ccccc3C2)CC1	1	-4	1	0.1	0.6	19	-0.7	6	1
CN1CCN(c2ccc(-c3ccnn3C(=O)Nc3ccccc3)cc2)CC1	-3	-52	0	84*	8.6	6	0.0	7	-6
CC1CC(=O)Nc2ccccc2N1S(=O)(=O)c1cccs1 (stereo not given)	-1	-2	0	0.5	-0.9	12	2.1	8	9
CC1CCCCN1c1ncnc2ccccc12 (stereo not given)	-3	-26	1	-1.2	-9.9	16	0.0	0	4
CCOc1ccc(OCC)c2sc(C)nc12	-7	20	0	-0.2	-2.3	1	0.8	-4	1
COc1ccc(CN2C(=O)C(C)S/C2=N/N=C/c2ccco2)cc1 (stereo not given)	1	28	0	0.3	-0.4	8	-0.1	-3	10
N#CC1=C(N)OC2=C(C(=O)CCC2)C1CCc1ccccc1 (stereo not given)	2	-22	2	-0.1	-0.1	21	0.7	-3	-1
Cc1nc2ccccc2n1C(=O)c1ccc(Cl)cc1[N+](=O)[O-]	6	13	2	0.0	-0.2	8	1.1	-3	5
O=C(N/N=C/c1cc2c(cc1Br)OCO2)c1ccccn1	-1	-65	0	0.2	-7.8	3	-0.5	-4	6
COc1ccc(NC(=O)Nc2ccon2)c(OC)c1	2	-8	3	1.1	1.6	4	0.2	5	7
CCOc1ccc(C2C(C#N)=C(N)Oc3cc(C)n(CCN4CCOCC4)c(=O)c32)cc1OCC (stereo not given)	1	32	2	1.1	-0.9	11	0.5	-4	0
Cc1cc(N2CCCC2)ccc1/C=C1/C(=O)N(C)C(=S)N1C	-221	30	-53	3.5	-7.4	1	1.9	-6	11
CC(C)(C)N=C1NN=C(c2ccc(Cl)cc2)CS1	-68	-9	10	3.1	6.6	10	0.2	-19	11
COc1ccccc1NC(=O)C(O)C(O)C(=O)Nc1ccccc1OC (stereo not given)	2	18	1	-0.1	-1.4	0	0.3	0	1
O=C(/C(=N\Nc1ccccc1)Sc1nnnn1-c1ccccc1)c1ccccc1	-5	26	4	-0.1	-0.7	4	0.1	-5	0
Cc1ccc(CN2C(=O)CCC2C(=O)NCc2cccnc2)cc1 (stereo not given)	1	18	1	0.4	-0.4	8	0.5	0	-1
CN(C)/C=C(\C#N)S(=O)(=O)c1ccccc1	-2	13	0	0.0	-0.7	6	1.0	-2	3
CCN(CC)CCCN(Cc1cc2cc(OC)c(OC)cc2[nH]c1=O)C(=O)Nc1ccccc1	1	18	-1	0.5	1.3	8	0.7	-1	1
COc1ccc2nc(NC(=O)CSC3=NCCS3)sc2c1	1	21	-2	38	7.4	12	0.2	-7	1
CC(C)c1ccc(N2CCN(C(=O)c3ccccc3NC(=O)/C=C\C(=O)O)CC2)cc1	0	-8	-1	0.5	0.4	11	-0.3	0	2
CCOC(=O)Nc1sc(C(=O)N(CC)CC)c(C)c1C(=O)OCC	-4	13	1	0.0	1.2	7	-0.6	3	6
CCOC(=O)N1CCN(S(=O)(=O)c2ccc(C(=O)NNc3nc4cc(C)cc(C)c4s3)cc2)CC1	-1	-33	11	x	-7.2	8	-0.3	-12	-5
CC(=O)COc1nc2c(c(-c3ccco3)c1C#N)CCc1ccccc1-2	3	32	5	1.9	-0.5	4	0.0	-5	56*
Cc1ccc(S(=O)(=O)Nn2c(O)c(C=C3N=c4ccccc4=N3)sc2=S)cc1	-8	-60	-4	0.1	0.3	19	1.2	-6	17
CCOC(=O)c1ccc(COC(=O)c2ccc(-c3nnc(-c4ccccc4)o3)cc2)o1	x	x	x	0.2	-2.2	10	0.7	6	8
CCCNC(=O)C1CN(S(=O)(=O)c2ccccc2)CCN1S(=O)(=O)c1ccccc1 (stereo not given)	3	19	0	0.1	-0.3	9	-0.5	-6	4
Nc1nc2n(n1)C(c1ccco1)CC(c1ccc(Cl)c(Cl)c1)N2 (stereo not given)	6	-22	8	-0.3	-4.0	11	0.9	6	4
COc1ccc2[nH]c(C(=O)NCc3ccccc3)cc2c1	-8	-41	0	1.0	2.2	4	2.9	3	14
Cc1ccccc1NCc1nnc2n1CCCCC2	-5	9	-1	3.4	0.5	3	1.3	0	-9
O=C(CCCn1c(=O)c2ccccc2n(CC(=O)N2CCN(c3ccccc3)CC2)c1=O)NCc1ccco1	2	-10	-4	-0.2	0.9	8	0.0	-2	25
COc1ccc(NC(=O)c2cc3c(=O)n4ccccc4nc3n2C)c(OC)c1	74	4	x	8.1	0.2	7	1.3	1	-7
O=C(CCSc1ccccc1)Nc1nnc(-c2cccs2)o1	-4	-16	0	0.3	-0.4	6	1.6	2	13
CC(C)C(=O)Nc1ccc2nn(-c3ccccc3)nc2c1	-2	-40	-2	6.0	-1.5	1	0.9	-6	-14
COc1cccc(Cn2cnc3c(NS(=O)(=O)c4cc(Cl)ccc4Cl)c(C)c(C)cc32)c1	6	49	-1	0.3	-2.8	13	0.6	-2	0
N#CC1=C(N)Oc2n[nH]c(-c3ccccc3)c2C1c1cccc(OC(=O)N2CCOCC2)c1 (stereo not given)	2	10	-4	-0.2	-1.2	-1	0.9	0	17
Cc1nc(NC(=O)C(Cl)Cl)sc1C(=O)N(C)C	-5	5	2	0.3	1.3	4	1.6	2	8
COc1ccc2c(=O)c(-c3ccccc3)c(C)oc2c1	2	26	2	-0.1	-9.9	7	0.4	-1	1
Cc1cccc(NC(=S)N(Cc2ccc(Br)cc2)Cc2ccc(C(=O)O)cc2)c1	1	21	-7	4.3	-0.2	7	1.0	-5	27
CC(=O)N(c1ccc(Cl)cc1)c1cn(C(C)=O)c2ccccc12	4	28	0	0.1	1.0	7	0.2	5	-5
COc1ccc(C2CC(c3ccc4ccccc4c3OC(C)=O)=NN2C(C)=O)cc1 (stereo not given)	2	-52	-2	0.2	1.8	9	-1.1	-3	21
CCOC(=O)c1ccc(N2C(=O)CC(C3CCCO3)C2=O)cc1 (stereo not given)	4	7	0	0.0	-1.9	-2	0.1	-5	1

An excerpt of these results, in markdown.
| Structure | Runt-SMMHC FRET | EP2 mod | Runt-CBFb FRET | zVAD death inh | TNF necrop inh | PGE2 EP2 inh | PERK inhibitor | RBBP9 inh | Hck Nef HTS |
| --- | --- | --- | --- | --- | --- | --- | --- | --- | --- |
| Cc1nc(NC(=O)C(Cl)Cl)sc1C(=O)N(C)C | -5 | 5 | 2 | 0.3 | 1.3 | 4 | 1.6 | 2 | 8 |
| COc1ccc2c(=O)c(-c3ccccc3)c(C)oc2c1 | 2 | 26 | 2 | -0.1 | -9.9 | 7 | 0.4 | -1 | 1 |

Compound activity deposited in PubChem BioAssay by several laboratories.
